Source: PubChem BioAssay
S100A4 inh HTS = inhibitors of human S100A4 binding to myosin IIA peptide; S100A4/TAMRA-MyoIIA peptide fluorescence polarization; inhibition, % at 10.7 µM; 360,000 compounds, 0.14% hits;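 active = mean inhibition of at least 70% across replicates, with every replicate also reaching that level; inconclusive = mean inhibition reaches 70% but some replicates fall short; inactive = mean inhibition below 70%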
Target sequence (P26447 whole entry, looked up): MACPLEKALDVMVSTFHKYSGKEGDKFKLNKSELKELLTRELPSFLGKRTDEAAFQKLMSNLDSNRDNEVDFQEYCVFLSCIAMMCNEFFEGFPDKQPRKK
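Assay system: human S100A4 monomer with TAMRA-labelled myosin IIA peptide / Buffer or medium: Calcium-containing HEPES buffer, pH 7.2 / Reagent: TAMRA-labelled myosin IIA heavy-chain peptide probe, 5 nM / Compound: one dose per compound / Timing: polarization read 5 min after assay mix addition, stable 5–60 min / Benchmarks: neutral control DMSO, positive control TFP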
ERAP1 inh = blocks human ERAP1 aminopeptidase activity; inhibition, % at 10.7 µM; 340,000 compounds, 0.15% hits; recombinant ERAP1, Leu-AMC fluorescence, 60 min;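 active = mean replicate inhibition of at least 30%, or all replicates individually reaching that 30% level; inactive = mean below 30% and not every replicate reaching it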;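 note: 0% = neutral control wells and 100% = L-leucinethiol positive control wells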
RAD52 anneal inh = blocks human RAD52 DNA annealing | inhibition, % at 18.7 µM | recombinant RAD52 DNA annealing, FRET fluorescence | 360,000 compounds, 0.46% hits | P43351;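 active = every replicate showing at least 50% inhibition; inconclusive = mean inhibition at least 50% but not in every replicate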
ERp5 inh = inhibitors of human ERp5; inhibition, % at 9.99 µM; Q15084; 350,000 compounds, 0.05% hits; AID 651711; ERp5 insulin aggregation, absorbance 650 nm, 90 min;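 active = mean replicate inhibition above about 25%, with every replicate also reaching it, limit read from the data, passing the limit was not always enough; inconclusive = only one of those two criteria met; inactive = neither criterion met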
Xi reactivation = activators of X-chromosome reactivation in mouse fibroblasts. 360,000 compounds, 0.055% hits. XiGFP mouse fibroblasts, % GFP-positive cells imaging, 3 d; cells co-treated with 5-aza-dC sensitizer; scaled so ellipticine positive control = 100%. activation, % at 7.58 µM;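 active = mean normalized replicate activation at least 10% and every replicate at or above 10%; inconclusive = only one of the two criteria met; inactive = mean below 10% and not all replicates reach 10%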;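 note: 0% = median of on-plate neutral control wells and 100% = ellipticine 6 µM median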
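Material: XiGFP fibroblasts, SV40-immortalized; Buffer or medium: DMEM containing 5-aza-dC; Compound dosing: single point; Times: 3 days compound exposure.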
RAD54 branch = RAD54 (human) branch migration inhibition; Q92698; RAD54 Holliday junction branch migration, FAM/BHQ fluorescence; inhibition, % at 10.4 µM; 360,000 compounds, 0.14% hits;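 active = mean normalized replicate activity at least 40 and at least half of replicates scoring 40 or more; inconclusive = only one of the two criteria met; inactive = mean below 40 and under half of replicates reaching 40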;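 note: 0% = median of neutral control wells and 100% = median of positive control wells; inhibitors cause a drop in the FAM fluorescence signal; in these data hits start at about 50%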
Target sequence (Q92698 whole entry, looked up): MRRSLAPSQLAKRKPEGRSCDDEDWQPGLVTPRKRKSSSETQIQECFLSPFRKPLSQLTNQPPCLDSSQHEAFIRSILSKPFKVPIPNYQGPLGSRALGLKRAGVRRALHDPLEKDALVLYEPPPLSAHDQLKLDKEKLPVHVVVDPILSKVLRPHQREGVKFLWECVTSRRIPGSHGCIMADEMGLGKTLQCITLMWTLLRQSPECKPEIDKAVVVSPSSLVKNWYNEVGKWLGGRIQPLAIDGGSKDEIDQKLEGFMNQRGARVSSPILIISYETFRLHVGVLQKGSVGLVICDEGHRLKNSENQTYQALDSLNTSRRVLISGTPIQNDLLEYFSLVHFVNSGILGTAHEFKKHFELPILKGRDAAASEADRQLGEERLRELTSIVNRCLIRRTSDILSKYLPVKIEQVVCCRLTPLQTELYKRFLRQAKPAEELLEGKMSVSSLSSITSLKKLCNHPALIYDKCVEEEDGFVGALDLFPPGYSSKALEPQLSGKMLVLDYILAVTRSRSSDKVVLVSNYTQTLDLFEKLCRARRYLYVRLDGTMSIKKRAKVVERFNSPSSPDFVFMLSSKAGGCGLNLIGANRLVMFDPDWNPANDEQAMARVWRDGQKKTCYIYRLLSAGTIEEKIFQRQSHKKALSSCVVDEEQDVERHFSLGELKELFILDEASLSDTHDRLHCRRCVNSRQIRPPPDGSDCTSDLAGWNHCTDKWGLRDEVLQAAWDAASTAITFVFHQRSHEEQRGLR
esBAF inh = SWI/SNF esBAF complex inhibition; mouse ES cells, Bmi1-luciferase knock-in reporter, 24 h; 100% = twice the neutral-well signal; reporter increase, % at 12.5 µM; 350,000 compounds, 2% hits; in the data active = activation above about 40%; inconclusive = no clear call, values can overlap the other calls;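 note: 0% = median of the plate's neutral control wells and 100% = double that signal; a rise in the Bmi1 reporter signal indicates esBAF inhibition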
E-sel inducer = induces E-selectin expression in human endothelial cells | P16581 | HUVEC E-selectin immunofluorescence imaging; normalized: neutral wells 0, TNF-alpha wells 100 | activation, % at 7.58 µM | 260,000 compounds, 0.37% hits;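 active = mean E-selectin-positive cell signal at least 10% of the positive control, reached in at least 60% of replicates, without over 20% cell loss; inconclusive = no rule given, readout overlaps actives, possibly toxicity-flagged; inactive = the rest, including those meeting only one limit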;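 note: in these data hits start at about 27%; measured in HUVEC primary endothelial cells; signal is the percent of cells scored E-selectin positive by PE staining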
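Test system: HUVEC; input: 3,000 HUVEC/well; measured by: immunofluorescence imaging; read-out: % PE-positive cells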
Starred values were filed as active, the others as inactive; ? = inconclusive; . = no result given; & = joins results of further samples. Random draw from the library. Share with any hit: about 2.5%.

SMILES | S100A4 inh HTS | ERAP1 inh | RAD52 anneal inh | ERp5 inh | Xi reactivation | RAD54 branch | esBAF inh | E-sel inducer
CCOc1ccc(N(CC(=O)Nc2ccc(C)c(C)c2)S(=O)(=O)c2c(C)[nH]c(=O)[nH]c2=O)cc1 | -3 | . | -15 | -12 | -0.1 | 7 | 2 | -0.2
OCC1(Cc2ccccc2)CCN(C2CCN(c3ccc(F)c(F)c3)CC2)CC1 | 8 | 2 | -9 | -4 | 0.0 | . | 0 | 1.2
Cc1cccc(C)c1OCCN1CCCC1 | -9 | -1 | -4 | -11 | 0.0 | 4 | 4 | 0.0
CCCC(=O)NCCc1nc2ccccc2n1CC(=O)c1ccccc1 | . | . | . | . | -0.1 | -8 | 5 | -0.3
CC(=O)N(CC(C)C(=O)O)c1c(I)cc(I)c(N)c1I (configuration not stated) | 2 | 12 | -2 | 2 | -0.1 | 8 | -5 | -0.1
CCCNC(=O)C[C@H]1CC[C@H]2[C@@H](COc3ccc(NC(=O)Cc4cccs4)cc3C(=O)N2C)O1 | . | . | . | . | 0.3 | -6 | -1 | -0.1
CC(=O)N1CCOc2ccc(S(=O)(=O)N3CCC(C(=O)NCc4ccc(C)cc4)CC3)cc21 | -1 | -4 | -9 | 6 | 0.0 | 1 | 4 | .
O=C(O)CCC(=O)Nc1ccc(SSc2ccc(NC(=O)CCC(=O)O)cc2)cc1 | -3 | 38* | -7 | 3 | 0.0 | -3 | -5 | -0.2
CC(C)Cc1nc2sc3c(SCC(N)=O)ncnc3c2c2c1CCC2 | -6 | 2 | -4 | -5 | 0.9 | -11 | 0 | 2.4
NNC(=O)c1[nH]c2ccc(Cl)cc2c1-c1ccccc1 | -1 | . | -21 | 4 | 0.4 | . | . | .
COc1cccc(CNC(=O)C[C@H]2CC[C@@H](NC(=O)C3CCOCC3)[C@H](CO)O2)c1 | 13 | 0 | 0 | -5 | -0.5 | 3 | 1 | -0.3
O=C(Nc1cccc(S(=O)(=O)N2CCCCCC2)c1)C1CCN(C(=O)c2ccc(Cl)cc2)CC1 | -4 | 5 | -15 | -2 | -0.1 | . | . | .
O=C(c1ccc2c(c1)OCCCO2)N1CCCCC1 | 1 | 0 | 5 | 3 | 0.0 | . | . | .
O=C(C[C@@H]1CC[C@H]2[C@@H](COC[C@H](O)CN2C(=O)Nc2cccc(Cl)c2)O1)NCc1ccccc1F | -4 | 0 | 8 | 0 | -0.1 | -2 | 13 | 0.2
COc1ccc(CN(C(=O)c2cc(=O)c3cc(C)cc(C)c3o2)C2CCS(=O)(=O)C2)cc1 (configuration not stated) | 1 | . | -6 | -4 | -0.1 | 0 | . | .
CN(Cc1ccccc1)C(=O)c1[nH]cnc1C(=O)NCCCCCNC(=O)OC(C)(C)C | -8 | 4 | 1 | 0 | 0.1 | 8 | 3 | 0.5
CO[C@@H]1CN(C)C(=O)c2cc(NC(=O)Nc3ccccc3Cl)ccc2OC[C@@H](C)N(S(=O)(=O)CC(F)(F)F)C[C@H]1C | 3 | 0 | -8 | -1 | 0.3 | 1 | 12 | 0.0
O=C1NC(=O)C2(CCCCCC2)N1 | 2 | 0 | 4 | -1 | 0.1 | -5 | -6 | 0.0
COCCNC(=O)C(c1ccc(F)cc1)N(Cc1ccccc1)C(=O)CCC(=O)Nc1ccccn1 (configuration not stated) | -5 | -2 | -9 | -2 | 0.0 | 0 | -6 | .
Cc1cccc2c(=O)c(C(=O)NCc3cccs3)c[nH]c12 | 3 | 4 | -11 | 4 | . | 2 | 34 | .
C/C(=N\NC(=O)Cc1ccccc1)c1cccnc1 | 12 | 3 | -8 | 5 | -0.1 | 0 | -9 | 0.0
C=CCNC(=S)N1CCN(c2cccc(C(F)(F)F)c2)CC1 | -1 | 0 | -18 | -9 | 0.2 | -3 | -10 | 16
C[C@H]1CCCCO[C@H](CN(C)Cc2ccccc2)[C@@H](C)CN([C@@H](C)CO)C(=O)c2cc(NS(=O)(=O)c3cn(C)cn3)ccc2O1 | 2 | 9 | 4 | 1 | 0.4 | 7 | 5 | -0.2
CC(=O)N(C[C@@H]1[C@@H](c2ccc(C3=CCCC3)cc2)[C@@H](CO)N1CC1CC1)C(C)C | -5 | -4 | 3 | -2 | 0.5 | . | . | 0.0
Cc1ccc(C(=O)NNC(=O)c2ccccc2)cc1S(=O)(=O)N1CCCCC1 | -9 | -5 | -4 | -17 | -0.1 | -7 | 3 | 0.2
OC[C@@H]1[C@H](c2ccc(Br)cc2)[C@@H]2CNCCCCN12 | 9 | -2 | -36 | -3 | 0.0 | 10 | 2 | 0.4
OCCOCCNc1ncnc2nc[nH]c12 | -4 | 2 | -2 | -3 | 0.0 | 0 | -3 | 0.0
COc1ccc(/C=C2\CCCCC2=O)cc1 | 0 | 2 | -11 | -3 | 0.7 | -10 | 8 | 4.0
CS(=O)(=O)c1ccc(Cl)c(NC(=O)c2cccc(N3C(=O)CCC3=O)c2)c1 | -1 | -1 | -10 | -11 | 0.1 | . | 1 | 0.5
COC(=O)c1cc(S(=O)(=O)NC2CCCCC2)cn1C | 13 | -2 | -2 | -1 | 0.2 | -6 | 3 | .
O=C(O)c1cc(Sc2ccc(Br)cc2)nc2ccccc12 | -8 | -7 | -15 | 3 | -0.1 | . | . | .
C=CCn1c2ccccc2c2nnc(SCC(N)=O)nc21 | 2 | -3 | -51 | 0 | 0.0 | 15 | -2 | 0.2
Cc1ccc(-c2nc3ccc(Cl)cc3c(=O)n2O)cc1 | -7 | -2 | -12 | 0 | 0.2 | 2 | 14 | 0.0
C[C@H](CO)N1C[C@H](C)[C@@H](CN(C)C)Oc2c(NC(=O)CCCCCC(=O)Nc3ccccc3N)cccc2C1=O | -6 | -2 | -19 | 11 | 0.1&-0.1 | -11 | -3 | ?
Cc1ccc(C(=O)c2c3ccccc3[n+]([O-])n2[C@@H](C)C(N)=O)cc1 | -5 | 2 | -3 | -7 | 0.1 | -6 | 20 | 0.1
Cc1cccc(-c2nc(CS(=O)CC(=O)NCC3CCCO3)c(C)o2)c1 (configuration not stated) | -2 | 3 | -8 | -3 | -0.1 | 14 | 1 | 0.1

Looked up by compound from the list above (three):
SMILES | S100A4 inh HTS | ERAP1 inh | RAD52 anneal inh | ERp5 inh | Xi reactivation | RAD54 branch | esBAF inh | E-sel inducer
Cc1cccc(C)c1OCCN1CCCC1 | -9 | -1 | -4 | -11 | 0.0 | 4 | 4 | 0.0
OCCOCCNc1ncnc2nc[nH]c12 | -4 | 2 | -2 | -3 | 0.0 | 0 | -3 | 0.0
C=CCn1c2ccccc2c2nnc(SCC(N)=O)nc21 | 2 | -3 | -51 | 0 | 0.0 | 15 | -2 | 0.2

Remaining list, next part.
SMILES | S100A4 inh HTS | ERAP1 inh | RAD52 anneal inh | ERp5 inh | Xi reactivation | RAD54 branch | esBAF inh | E-sel inducer
C[C@H]1CN([C@@H](C)CO)C(=O)c2cccc(NC(=O)c3ccc(-c4nccs4)cc3)c2O[C@H]1CN(C)S(=O)(=O)c1ccc(Cl)cc1 | -20 | 0 | -2 | -3 | -1.0 | 0 | -10 | -7.8
COc1ccc(NC(=O)N(C)C[C@H]2OCCCC[C@@H](C)Oc3ccc(NS(C)(=O)=O)cc3C(=O)N([C@H](C)CO)C[C@@H]2C)cc1 | -12 | 1 | 2 | 1 | 0.0 | -10 | 2 | 0.1
CN(C)C(=O)c1ccc(-c2ccc([C@H]3[C@@H](CO)N4CCCCN(CC5CC5)C[C@H]34)cc2)cc1 | 11 | 4 | 1 | 6 | 0.3 | -3 | 10 | 0.1
COc1ccccc1N(C)S(=O)(=O)c1ccc(C(=O)Nc2ccc(C)cc2C)cc1 | -1 | -6 | 1 | -1 | 0.2 | 2 | 0 | -0.1
CCCCNC(=O)C1c2ccccc2OCC(=O)N1Cc1ccc2c(c1)OCO2 (configuration not stated) | 1 | -1 | -10 | -11 | 0.1 | . | . | .
O=C(O)c1cc(N=Cc2c(O)c3ccccc3oc2=O)ccc1O | -1 | 2 | -29 | -9 | 0.3 | 10 | 2 | .
Cc1ccccc1-c1ccc(C(=O)NCc2ccccc2)o1 | -1 | -1 | -24 | -2 | 0.1 | -16 | 17 | -0.1
CO[C@@H]1CN(C)C(=O)c2cc(NC(=O)Nc3c(C)noc3C)ccc2OC[C@H](C)N(CC2CC2)C[C@@H]1C | -4 | -2 | -3 | 1 | 0.4 | 2 | -4 | 0.6
CCc1[nH]nc(C(=O)N2CCCC(CO)(Cc3ccc(F)cc3F)C2)c1C (configuration not stated) | 3 | -1 | 1 | 5 | 0.0 | 4 | 5 | .
CCn1c(C)c(C(C)=O)c(N2CCN(C(c3ccccc3)c3ccccc3)CC2)nc1=S | 9 | 0 | 36 | 2 | 0.0 | . | . | .
COc1ccc(C(=S)N2CCN(S(=O)(=O)c3ccccc3)CC2)cc1 | 0 | -1 | -3 | -19 | 0.0 | 3 | 0 | -0.1
CCCNC(=O)C[C@H]1CC[C@H]2[C@@H](COC[C@H](O)CN2C(=O)Nc2ccccc2OC)O1 | -1 | 1 | 5 | -12 | -0.1 | -11 | 0 | 0.1
O=C(c1cccc(S(=O)(=O)Nc2ccc(Br)cc2)c1)N1CCC1 | -1 | 1 | 2 | 1 | 0.6 | -5 | -2 | -0.4
S=C1NCCC12C(=S)Nc1ccccc12 (configuration not stated) | -2 | 1 | 2 | 3 | . | 14 | -6 | .
C[C@@H]1CN([C@H](C)CO)C(=O)c2cc(NC(=O)c3ccncc3)ccc2O[C@@H](C)CCCCO[C@H]1CN(C)C(=O)Nc1ccc(C(F)(F)F)cc1 | -3 | 1 | 1 | 4 | 0.3 | 9 | 2 | 0.2
COc1ccc(CCNC(=O)CS(=O)(=O)c2cn(CC(=O)N3CCCC3)c3ccccc23)cc1OC | 26 | 1 | -7 | 4 | -0.1 | . | . | .
C[C@H](CO)N1C[C@H](C)[C@H](CN(C)C)Oc2ccc(NS(C)(=O)=O)cc2C1=O | 0 | 2 | 12 | 2 | 0.0 | -24 | -1 | 0.0
Cc1ccc2[nH]c3c(c2c1)CCN1C(=O)OC(C)(C)C31C (configuration not stated) | -5 | -3 | -10 | 0 | 0.0 | . | . | 10

Sorted by value in ERAP1 inh (smallest number first): some entries from above.
molecule,S100A4 inh HTS,ERAP1 inh,RAD52 anneal inh,ERp5 inh,esBAF inh
COc1ccccc1N(C)S(=O)(=O)c1ccc(C(=O)Nc2ccc(C)cc2C)cc1,-1,-6,1,-1,0
C[C@H](CO)N1C[C@H](C)[C@H](CN(C)C)Oc2ccc(NS(C)(=O)=O)cc2C1=O,0,2,12,2,-1
CN(C)C(=O)c1ccc(-c2ccc([C@H]3[C@@H](CO)N4CCCCN(CC5CC5)C[C@H]34)cc2)cc1,11,4,1,6,10
C[C@H]1CCCCO[C@H](CN(C)Cc2ccccc2)[C@@H](C)CN([C@@H](C)CO)C(=O)c2cc(NS(=O)(=O)c3cn(C)cn3)ccc2O1,2,9,4,1,5
CC(=O)N(CC(C)C(=O)O)c1c(I)cc(I)c(N)c1I (configuration not stated),2,12,-2,2,-5
